M5 PAM – CHRM5 positive allosteric modulation; AID 624038; 360,000 tested, 0.3% active; CHO-K1 hM5, Fluo-8 calcium, ACh EC20 PAM; 0% = ACh EC20, 100% = ACh EC100; activation, % at 3 µM;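 active = activation above the run cutoff, the mean activation of all test compounds plus 3 SD, cut at about 18% in these data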
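Test system: CHO-K1 hM5 cells / Doses: single-point, 3 µM nominal / Times: Post-acetylcholine fluorescence recording 140 s / Technique: Fluo-8 calcium fluorescence / Measure: Max/basal fluorescence ratio as % of EC20–EC100 ACh window / Benchmarks: low control EC20 acetylcholine (0%), high control EC100 acetylcholine (100%) / Replicates: one well per compound, no replicates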
CHRM5 antagonist – antagonists of human muscarinic M5 receptor (CHRM5); P08912; CHO-hM5 cells, Fluo-8 calcium fluorescence, ACh EC80; inhibition, % at 3 µM; 360,000 tested, 0.59% active; AID 624040;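 active = inhibition above a per-plate cutoff, the mean of that plate's test compounds plus 3 SD, cut at about 27% in these data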;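 also: 0% = acetylcholine EC80 with DMSO and 100% = DMSO without agonist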
CHRM5 agonist – agonists of human muscarinic M5 receptor (CHRM5). 360,000 tested, 0.19% active. CHO-K1 hM5 cells, Fluo-8 calcium fluorescence; 0% DMSO wells, 100% maximal acetylcholine response. activation, % at 3 µM;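 active = activation above the run's mean over test compounds plus 3 SD, cut at about 23% in these data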;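 also: signal is peak over basal fluorescence ratio across the kinetic read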
CHRM1 agonist – activates human CHRM1 receptor. activation, % at 3 µM. CHO-K1 hM1, Fluo-8 calcium fluorescence, agonist mode; 0% DMSO, 100% acetylcholine EC100. P11229. 360,000 tested, 0.33% active;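 active = activation above the run's mean compound activation plus 3 SD, cut at about 16% in these data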;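 also: peak over basal fluorescence ratio within a 140 s kinetic read after compound addition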
M4 ag – agonists of human muscarinic M4 receptor (CHRM4). P08173. CHO-K1 hM4/Gqi5, Fluo-8 calcium fluorescence; vehicle 0%, full acetylcholine response 100%. activation, % at 3 µM. 360,000 tested, 0.14% active. AID 624127;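 active = activation above the run mean over all test wells plus 3 SD, cut at about 32% in these data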;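 also: peak over basal fluorescence ratio per well then scaled between controls; 0% = DMSO wells and 100% = acetylcholine at EC100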
Target sequence (P08173 whole entry, looked up): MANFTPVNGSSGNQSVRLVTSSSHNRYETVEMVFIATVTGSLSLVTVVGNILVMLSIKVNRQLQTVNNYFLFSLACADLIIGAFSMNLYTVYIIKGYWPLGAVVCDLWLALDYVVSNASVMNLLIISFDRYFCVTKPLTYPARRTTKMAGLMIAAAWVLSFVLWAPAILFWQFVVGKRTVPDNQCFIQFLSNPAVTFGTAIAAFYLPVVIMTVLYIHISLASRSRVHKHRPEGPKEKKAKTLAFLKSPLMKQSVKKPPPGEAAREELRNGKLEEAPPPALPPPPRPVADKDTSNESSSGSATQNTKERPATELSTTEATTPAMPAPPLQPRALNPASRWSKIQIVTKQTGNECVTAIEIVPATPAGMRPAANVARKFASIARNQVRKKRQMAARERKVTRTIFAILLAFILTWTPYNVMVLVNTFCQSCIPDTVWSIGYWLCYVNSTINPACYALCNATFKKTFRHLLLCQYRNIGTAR
CHRM4 antagonist – blocks acetylcholine activation of human M4 receptor; P08173; CHO-hM4 cells, ACh EC80, Fluo-8 calcium fluorescence; inhibition, % at 3 µM; 360,000 tested, 0.73% active; AID 624125;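 active = inhibition above its plate's cutoff, the mean inhibition of sample wells plus 3 SD, cut at about 27% in these data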;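 also: 0% = acetylcholine EC80 with DMSO and 100% = DMSO without agonist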
CHRM1 antagonist – human CHRM1 antagonism. P11229. CHO-K1 hM1, Fluo-8 calcium fluorescence, ACh EC80 antagonist. inhibition, % at 3 µM. 360,000 tested, 1.3% active;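 active = percent inhibition above its own plate's cutoff, namely the mean of that plate's compound wells plus 3 SD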;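 also: peak over basal fluorescence ratio during 140 s after agonist addition; 0% = ACh EC80 plus DMSO and 100% = DMSO alone without agonist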
CHRM1 PAM – positive allosteric modulators of human M1 muscarinic receptor | P11229 | 360,000 tested, 0.088% active | activation, % at 3 µM | CHO-K1 hM1, Fluo-8 calcium fluorescence, ACh EC20; 0% = ACh EC20, 100% = maximal ACh; in the data active = activation above about 19%, passing the limit was not always enough
TAAR1 ag – agonists of human TAAR1 | Q96RJ0 | CHO RD-HGA16 TAAR1, Fluo-8 calcium fluorescence; vehicle wells 0%, saturating PEA agonist 100% | activation, % at 3 µM | 360,000 tested, 0.99% active | AID 624467;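 active = activation above the mean activation of all test compounds in the run plus 3 SD, cut at about 38% in these data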
Target sequence (Q96RJ0 whole entry, looked up): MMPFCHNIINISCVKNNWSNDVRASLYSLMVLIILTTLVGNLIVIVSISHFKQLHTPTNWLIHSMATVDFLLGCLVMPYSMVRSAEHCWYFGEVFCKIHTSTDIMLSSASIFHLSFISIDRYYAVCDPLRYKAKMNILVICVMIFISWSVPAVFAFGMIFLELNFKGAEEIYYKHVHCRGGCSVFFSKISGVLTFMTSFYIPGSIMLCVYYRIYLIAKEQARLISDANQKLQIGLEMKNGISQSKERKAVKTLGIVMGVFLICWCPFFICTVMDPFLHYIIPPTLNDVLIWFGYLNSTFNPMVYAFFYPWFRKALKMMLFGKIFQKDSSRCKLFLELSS
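Signal – calcium-sensitive Fluo-8 signal, excitation 470-495, emission 515-575 nm · System – RD-HGA16 (CHO) cells co-expressing Gα16 and hTAAR1 · Incubation – 17-24 h seeding, 75 min 37 °C dye, 30 min RT · Compound dosing – 3 µM single concentration · Repeats – no replicates (n 1)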
* = called active by the depositor; . = no result given. Only part of the results is shown. The share of hits here may be higher or lower than overall.

SMILES	M5 PAM	CHRM5 antagonist	CHRM5 agonist	CHRM1 agonist	M4 ag	CHRM4 antagonist	CHRM1 antagonist	CHRM1 PAM	TAAR1 ag
C/C=C(/C)C(=O)Nc1cccc(C2=NOC3(C2)C[C@H](C(N)=O)N(C(=O)Cc2ccc([N+](=O)[O-])cc2)C3)c1 (stereo partly specified)	0	12	1	-4	-1	0	-1	4	5
COc1ccc(C/C(N)=N/O)cc1	-1	-1	-1	-3	2	-2	1	-3	1
CCc1cc2c(=O)c(Oc3ccccc3)c(C)oc2cc1O	-8	2	-2	-2	0	-1	6	-4	8
O=C(CSc1ncn[nH]1)Nc1cc(S(=O)(=O)N2CCCC2)ccc1Cl	-3	7	-3	-3	1	2	11	0	9
COc1cc(OC)cc(C(=O)OCC(=O)N(C)c2ccccc2)c1	13	1	-1	-3	2	5	-5	11	-2
C=CCOc1ccc(C2C(C(=O)c3ccco3)=C(O)C(=O)N2Cc2cccnc2)cc1 (stereo unspecified)	5	-1	-3	-4	0	5	-3	4	19
CNC(=S)N/N=C/c1cn(CCOc2ccc(OC)cc2)c2ccccc12	-11	6	-2	-9	5	6	5	-5	0
Cc1cc2c(cc1C)N(C(=O)CSC1=NCCS1)C(C)(C)c1ssc(=S)c1-2	-16	-1	-6	-12	-1	15	54*	-29	6
COc1ccccc1C(=O)N1C(CC(=O)Nc2ccc(C)c(C)c2)C(=O)NC2CCCCC21 (stereo unspecified)	-10	9	-1	-1	13	17	14	-13	8
Cc1ccccc1-n1c(=O)n(Cc2ccccc2)c(=O)c2[nH]cnc21	-12	11	1	-3	16	12	16	-6	1
O=S(=O)(c1ccc(F)cc1)N1CCN(CC(O)COCC2CCCO2)CC1 (stereo unspecified)	5	9	-3	-3	1	5	8	-2	2
CC1=C(C(=O)OCc2ccccc2)C(c2ccc(Cl)cc2)NC(=O)N1C (stereo unspecified)	11	-8	0	-2	0	4	-10	1	6
Cc1ccc(S(=O)(=O)CCC(=O)Oc2ccc3c(C)cc(=O)oc3c2)cc1	2	5	1	-2	0	-6	-7	6	1
O=C1NC(c2ccc(-c3ccccc3[N+](=O)[O-])o2)C(C(=O)c2ccccc2)C(O)(C(F)(F)F)N1 (stereo unspecified)	-2	3	3	0	4	-3	-1	6	14
OCCC1CN(Cc2cc3ccccc3o2)CCN1Cc1ccc(F)cc1 (stereo unspecified)	11	-2	0	-6	4	-5	-20	17	3
COC(=O)c1cccc(N/C=C(\[N+](=O)[O-])S(=O)(=O)c2ccccc2)c1	-5	7	-3	-5	0	-1	9	-3	4
CCCCNC(=S)NCCN1CCN(C(=S)NCCCC)CC1	-2	9	-3	-7	1	-7	6	1	5
O=C(CSc1nnc(SCc2ccccc2)s1)N/N=C/C=C/c1ccco1	-2	2	1	-5	1	9	-6	5	2
CCOC(=O)CSc1nnc(CNC(=O)c2ccc(OC)c(OC)c2)n1C	0	-3	1	-3	0	13	-6	6	9
CCOC(=O)C(Cc1ccccc1)c1ccnc2nc(N)nn12 (stereo unspecified)	-5	8	-2	-2	0	16	8	-3	3
Cc1cc(C)nc(Sc2nc(C)nc3c2oc2ccccc23)n1	-3	-9	-3	-1	1	5	5	-4	10
COC(=O)/C(C#N)=C/c1c(N2CCN(c3cccc(Cl)c3)CC2)nc2c(C)cccn2c1=O	-10	6	-5	1	0	3	4	-7	0
CCCCN(C)C(=O)C1CCCN(S(=O)(=O)c2ccc3c(c2)CC(C)N3C(=O)C2CC2)C1 (stereo unspecified)	3	8	-4	-4	6	0	-3	2	-1
O=C(Nc1ccc(COc2ccccc2)cc1)c1cccc([N+](=O)[O-])c1	-3	-8	0	-4	2	4	2	-1	28
CCCC(=O)N(CC(=O)Nc1sc(C)c(C)c1C(N)=O)Cc1ccccc1	11	-3	3	-2	3	1	0	6	6
CCCN(CCC)S(=O)(=O)c1cccc(-c2csc(C)n2)c1	1	-3	-8	1	-1	-12	-22	3	-3
CCn1c(CNC(=O)c2ccco2)nnc1SCC(=O)Nc1cc(C)c(C)cc1Br	-1	4	-5	-5	1	-9	3	0	5
Cc1cc(NC(=O)C(C)SCC(=O)OCC(=O)N(Cc2ccccc2)C(C)(C)C)no1 (stereo unspecified)	-4	0	-2	-4	2	1	18	-8	1
Cc1ccc2cc(CN(C(=O)C3CCCO3)C3CCCCC3)c(=O)[nH]c2c1 (stereo unspecified)	3	-6	3	-1	1	6	-25	9	6
O=C(Nc1ccc(F)cc1)c1nc2c(nnn2Cc2cccc3ccccc23)c(=O)[nH]1	8	-4	3	1	-1	-3	-19	14	-3
Clc1ccc(CN2CCCCCCC2)cc1Cl	7	-2	-7	-6	-1	2	-17	-4	14
Cc1ccc(-n2nc(C)c3c(C(=O)OCC(=O)N(C)C4CCS(=O)(=O)C4)cc(-c4ccccc4)nc32)cc1 (stereo unspecified)	1	4	-3	-5	1	-3	0	4	1
O=C(/C=C(\c1ccc(Cl)cc1)n1cncn1)c1ccc(Cl)cc1	3	-8	0	-8	0	6	3	-5	.
CCC(NS(=O)(=O)c1ccc(C)cc1)C(=O)N1CCC2(O)CCCCC2C1 (stereo unspecified)	3	0	-3	-5	0	2	-9	3	7
CCN1CCCC1CNC(=O)C1CCN(Cc2nc(-c3cccc(Br)c3)oc2C)CC1 (stereo unspecified)	-1	17	-6	-7	1	-11	-4	2	.
O=C(CN1C(=O)c2cccc([N+](=O)[O-])c2C1=O)NNC(=O)c1ccc(F)cc1	3	11	3	-3	2	-2	-6	-1	12
CCc1nn(CC(=O)N2CCCCCC2)c(=O)c2cc3ccccc3n12	10	6	-4	-1	3	-9	1	11	9
O=C(CNC(=O)C1CCCC1)Nc1ccccc1Br	9	3	1	-3	0	2	13	-3	1
O=C(c1ccc(OC2CCN(Cc3ccc(C(F)(F)F)cc3)CC2)cc1)N1CCCCC1	-3	9	-7	-5	1	4	4	-4	1
O=c1c2oc3ccccc3c2[nH]c(=S)n1-c1ccc(F)cc1	1	7	3	-2	0	-6	-9	8	0
O=C(Nc1ccccc1)c1ccc2c(c1)CCN2S(=O)(=O)c1ccccc1	-7	3	-6	-3	9	8	12	1	-2
CSCC[C@H](NC(=O)CCn1nnc2ccccc2c1=O)C(=O)O	-5	6	-1	-2	0	1	-1	5	9
CCCCCCCC1CC(/C(C)=N/NC(N)=O)OC1=O (stereo unspecified)	3	-1	-4	-6	0	-2	-4	5	-1
Cc1c(C(=O)NCc2ccc(F)cc2)sc(=O)n1Cc1ccccc1F	-4	-4	1	-7	7	0	-3	-11	6
Nn1cc(-c2ccccc2)nc1SCC(=O)NC1CCS(=O)(=O)C1 (stereo unspecified)	-1	0	0	-4	1	-2	-3	2	0
COc1ccc2oc(C(=O)NC3CCCCC3)c(C)c2c1	2	-1	-5	-5	-1	-8	-8	4	3
CCSc1ncc(/C=N/Nc2ccc(Cl)cc2)n1C	0	6	-2	-4	1	1	-4	1	13
CCOC(=O)[C@]12CCC=C1N(CCC1=CCCCC1)C(=O)[C@H](CC(=O)N1CCSCC1)C2	-8	4	0	.	0	0	.	.	0
Cc1ccc(S(=O)(=O)N(C)C)cc1NC(=O)COC(=O)CN1C(=O)c2ccccc2C1=O	6	8	1	-2	0	2	-4	6	6
C=CCn1c(SCc2cc(=O)n3cc(C)ccc3n2)nnc1-c1cccc(C)c1	-4	4	1	-9	7	3	7	-5	11
O=C(Nc1ccc(O)cc1)C1CCCN1S(=O)(=O)c1ccc(F)cc1 (stereo unspecified)	0	-3	2	-1	1	-10	-10	4	0
O=c1[nH]c(-c2ccccn2)nc2ccccc12	2	-1	1	0	2	-4	-1	4	9
Cc1ccc(NC(=O)N2C3CCCC2CC(NC(=O)C(C)(C)C)C3)cc1 (stereo unspecified)	-2	0	-20	-9	1	-4	20	-8	1
O=C(CCN1CCN(S(=O)(=O)c2ccc(Cl)cc2)CC1)Nc1ccccc1F	5	2	3	-5	4	6	3	4	1
Cc1cccc2cc(=O)[nH]c(C)c12	-1	-2	1	-2	1	2	-13	8	6
CCCCCCOc1ccc(N2C(=O)CC(NCCc3ccc(S(N)(=O)=O)cc3)C2=O)cc1 (stereo unspecified)	-8	10	-2	-4	2	16	-3	1	3
CC#CCN(Cc1ccco1)C(=O)c1ccc(OC2CCN(Cc3ccccn3)CC2)cc1	-5	3	-7	-5	2	17	7	-3	1
CC(C)c1onc(C(=O)N(C)C2CCCCC2)c1[N+](=O)[O-]	0	0	-4	-8	0	-5	-3	3	2
Cc1ccc(NC(=O)CNCC(c2ccccc2)N(C)C)cc1F (stereo unspecified)	8	-5	-7	-6	1	-8	-24	9	2
Cc1nn(CC(=O)OCC(=O)Nc2cccc(S(N)(=O)=O)c2)c(C)c1[N+](=O)[O-]	3	7	1	-3	2	4	8	-2	4

Four compounds already listed, ordered by number of heavy atoms, highest first.
SMILES	M5 PAM	CHRM5 antagonist	CHRM5 agonist	CHRM1 agonist	M4 ag	CHRM4 antagonist	CHRM1 antagonist	CHRM1 PAM	TAAR1 ag
O=C(Nc1ccc(F)cc1)c1nc2c(nnn2Cc2cccc3ccccc23)c(=O)[nH]1	8	-4	3	1	-1	-3	-19	14	-3
O=C(CN1C(=O)c2cccc([N+](=O)[O-])c2C1=O)NNC(=O)c1ccc(F)cc1	3	11	3	-3	2	-2	-6	-1	12
CNC(=S)N/N=C/c1cn(CCOc2ccc(OC)cc2)c2ccccc12	-11	6	-2	-9	5	6	5	-5	0
Cc1ccccc1-n1c(=O)n(Cc2ccccc2)c(=O)c2[nH]cnc21	-12	11	1	-3	16	12	16	-6	1

Other entries follow:
SMILES	M5 PAM	CHRM5 antagonist	CHRM5 agonist	CHRM1 agonist	M4 ag	CHRM4 antagonist	CHRM1 antagonist	CHRM1 PAM	TAAR1 ag
CCSc1ccc([C@@H]2[C@H]3C(=O)N(C)C(=O)[C@H]3[C@]3(C(=O)OC)CCCCN23)cc1OC	-2	7	-5	-10	3	1	-1	-5	4
Cc1cc(OCCCN2CCN(Cc3ccccc3)CC2)ccc1[N+](=O)[O-]	-19	11	2	-1	11	-1	55*	-21	3
CCN(CC)S(=O)(=O)c1ccccc1/C=N\O	2	-6	-4	0	1	-2	-34	10	17
Cc1nn(-c2ccccc2)c(N2CCCC2)c1/C=N/NC(=O)c1ccccc1O	-9	9	1	-5	5	-9	1	-2	8
CC1=C(C(=O)OCC2CCCCC2)C(c2cccc(O)c2)NC(=O)N1 (stereo unspecified)	-3	13	-1	-5	1	-2	-7	8	.
CC1=C(C(=O)Nc2cccc(C(=O)N3CCN(c4cccc(C(F)(F)F)c4)CC3)c2)SCCO1	-11	9	4	2	20	10	26	-11	8
O=C(Nc1ccc(Cl)cc1)N1CCSCC1	-1	-2	1	-2	1	-6	-16	14	-3
CC(C)NC(=O)Nc1cccc2c1O[C@@H](CN(C)S(=O)(=O)c1ccc(F)cc1)[C@@H](C)CN([C@H](C)CO)C2=O	-1	14	-3	-6	0	-3	19	-10	13
COC(=O)c1c(NC(=O)Cc2cccs2)sc2c1CCCC2	1	0	-4	-3	-1	-11	-16	3	10
